GRP78 ERSR act = ER stress response induction in glioma; U87-MG GRP78 promoter luciferase reporter, 16 h; Potency, µM, for inactives: at the highest dose activation, usual class: activators; 420,000 tested, 0.02% active; note: potency is the fitted concentration of half-maximal effect; series mostly up to about 76 µM; % of control where 0% means no effect; nearly all actives have a fitted effect of over 35% in size
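Stably transfected U87-MG human glioma cells carrying a GRP78-based luminescent sensor were seeded at 1000 cells/well, pin-dosed with compounds and incubated 16 h. Luciferase reagent was then added, and end-point luminescence was read after 10 min at room temperature.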
APEX1 inh = inhibitors of human APE1 endonuclease; Potency, µM (top dose mostly 65.8 µM), inactives show top-dose activity change, negative = inhibition, usual class: inhibitors; 350,000 tested, 0.35% active; recombinant APE1, TAMRA/BHQ-2 abasic DNA cleavage fluorescence; P27695;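 note: potency is the fitted concentration of half-maximal effect; plate controls were vehicle for no effect and reference inhibitor for full effect; nearly all actives have a fitted effect of over 55% in size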
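Readout is kinetic fluorescence (ex 525, em 598 nm) from cleavage of 50 nM TAMRA/BHQ-2 THF abasic duplex by 0.75 nM APE1, compound added 15 min beforehand at RT.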
Anesthetic bind = binds horse apoferritin like a general anesthetic; 350,000 tested, 0.074% active; AID 485281; Potency, µM (doses to about 77.5 µM), for inactives: top-dose activity change, negative = displacement, hits mostly inhibitors; P02791; apoferritin/1-aminoanthracene competitive binding, fluorescence; note: potency is the fitted concentration of half-maximal effect; % is set by controls: 0 for no effect and ±100 for the full control effect; nearly all actives have a fitted effect of over 20% in size
Target sequence (P02791 2-175 limits assumed): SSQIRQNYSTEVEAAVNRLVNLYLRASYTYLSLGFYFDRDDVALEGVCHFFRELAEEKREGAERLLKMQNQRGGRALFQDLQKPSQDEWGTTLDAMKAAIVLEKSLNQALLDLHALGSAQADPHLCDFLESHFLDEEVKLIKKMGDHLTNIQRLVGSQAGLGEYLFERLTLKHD
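10 uM apoferritin + 50% sat. 1-AMA, PBS; cpd 10 min RT; Ex380/Em535 endpoint; normalized to free probe vs complex; 4-param Hill fit; propofol titration as pos. ctrl.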
POLI inh = DNA polymerase iota (human) inhibition; Q9UNA4; Pol iota fluorescent replication assay, 10 min; Potency, µM (top dose mostly 115 µM), inactives show top-dose activity, negative = inhibition, usual class: inhibitors; 390,000 tested, 1% active; note: potency is the fitted concentration of half-maximal effect
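Fluorescent replication assay read twice, at 0 min and 10 min after adding 50 nM (final) substrate. Enzyme (10 nM) and compounds were first incubated 15 min at room temperature; enzyme-free buffer wells were negative controls.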
Pol beta inh = DNA polymerase beta (human) inhibition. AID 485314. Potency, µM (titrated, usually from 114 µM), without a hit: at the top dose activity change, negative = inhibition, usual class: inhibitors. P06746. 340,000 tested, 1.3% active. Pol beta primer extension/strand displacement, fluorescence kinetic; note: potency is the fitted concentration of half-maximal effect; % is set by controls: 0 for no effect and ±100 for the full control effect
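10 nM enzyme + cpd, 15 min RT; start with substrate 50 nM final; read 0 min and after 10 min RT. Corrected, normalized data; 4-parameter Hill curve fit.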
POLK inh = inhibitors of human DNA polymerase kappa | Q9UBT6 | purified Pol kappa, fluorescent DNA synthesis assay, 10 min | Potency, µM (top dose mostly 107 µM), for inactives: at the top dose activity, negative = inhibition, most hits filed as inhibitors | 400,000 tested, 0.53% active | AID 588579; note: potency is the fitted concentration of half-maximal effect; % is set by controls: 0 for no effect and ±100 for the full control effect
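First, compounds were pin-transferred onto 10 nM Pol kappa. After 15 min at room temperature, substrate was added to 50 nM final. Fluorescence was then measured kinetically at 0 and 10 min.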
Pol eta inh = inhibitors of human DNA polymerase eta; Potency, µM (series often up to 114 µM), without a hit: at the highest dose activity change, negative = inhibition, usual class: inhibitors; AID 588591; recombinant Pol eta, fluorescent DNA replication assay; 390,000 tested, 1.2% active; note: potency is the fitted concentration of half-maximal effect; % is set by controls: 0 for no effect and ±100 for the full control effect
Target sequence (Q9Y253 whole entry, looked up): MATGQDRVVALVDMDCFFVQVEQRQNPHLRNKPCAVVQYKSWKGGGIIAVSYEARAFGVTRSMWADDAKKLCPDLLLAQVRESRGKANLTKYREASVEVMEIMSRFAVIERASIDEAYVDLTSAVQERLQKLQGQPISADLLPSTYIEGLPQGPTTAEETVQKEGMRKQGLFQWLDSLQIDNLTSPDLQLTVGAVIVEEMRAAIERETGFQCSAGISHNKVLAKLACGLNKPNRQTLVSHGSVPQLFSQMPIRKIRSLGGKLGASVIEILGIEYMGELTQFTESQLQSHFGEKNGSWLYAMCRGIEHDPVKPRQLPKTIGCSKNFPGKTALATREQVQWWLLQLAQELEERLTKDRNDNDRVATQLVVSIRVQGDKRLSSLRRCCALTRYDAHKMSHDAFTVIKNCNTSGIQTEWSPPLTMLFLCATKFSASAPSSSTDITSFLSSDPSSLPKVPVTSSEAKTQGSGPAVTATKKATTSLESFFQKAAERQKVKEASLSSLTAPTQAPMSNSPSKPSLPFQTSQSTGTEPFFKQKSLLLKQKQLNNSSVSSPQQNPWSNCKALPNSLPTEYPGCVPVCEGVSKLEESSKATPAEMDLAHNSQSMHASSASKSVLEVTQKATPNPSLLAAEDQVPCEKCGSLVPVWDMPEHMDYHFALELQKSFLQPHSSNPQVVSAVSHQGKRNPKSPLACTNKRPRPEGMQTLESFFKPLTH
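Fluorescent replication assay: 50 nM final substrate added after a 15 min room-temperature compound preincubation with 10 nM enzyme. Signal taken at 0 min and again at 10 min.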
BLM inh = blocks DNA unwinding by human BLM helicase. P54132. recombinant BLM DNA unwinding, fluorescence dequenching. Potency, µM (titrated, usually from 56.1 µM), without a hit: top-dose activity change, negative = inhibition, hits mostly inhibitors. 350,000 tested, 0.2% active. AID 2528;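 note: potency is the fitted concentration of half-maximal effect; plate controls were vehicle for no effect and no enzyme for full effect; nearly all actives have a fitted effect of over 35% in size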
LDHA block = LDHA (human) enzyme inhibition; purified LDHA, NADH/diaphorase-resazurin fluorescence; stronger effect = lower value; activity change, % (values are at about 110 or 230 µM); 480,000 tested, 0.15% active; AID 1347041; in the data active = activity change below about -30%; inconclusive = mostly about -25% to -30%;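 note: plate controls were DMSO wells for no effect and wells without enzyme for full effect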
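Resorufin fluorescence (ex540/em590), read at 0 and 20 min after diaphorase/resazurin addition, reports the NADH left after a 5 min room-temperature reaction of 2 nM human LDH5 with 0.06 mM NADH and 0.2 mM pyruvate.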
Numbers without * were called inactive; [ ] = another dose, or the depositor's remark. Unless noted, calls come from the whole dose curve; as a rule, active = well fitted curve in the direction sought with a large enough effect; inconclusive = small, poorly fitted or top-dose-only effect, or another doubt; inactive = no such curve, though single readings can be large; an effect the other way counts as inactive or inconclusive. This is a subset. The share of hits here may be higher or lower than overall.

For Cc1ccc(OCC(=O)NNC(=O)c2ccc(NC(=O)C3CC3)cc2)c(C)c1 the results were GRP78 ERSR act -5%, APEX1 inh 12%, Anesthetic bind -11%, POLI inh 26%, Pol beta inh 1%, POLK inh -9%, Pol eta inh -21%, BLM inh -1% and LDHA block -5.
`CCCCn1c(Cc2ccccc2)nnc1SCC(=O)N1CCOCC1` gave GRP78 ERSR act -8%, APEX1 inh 19%, Anesthetic bind -8%, POLI inh 18%, Pol beta inh 0%, POLK inh -11%, Pol eta inh 0%, BLM inh 3% and LDHA block -4.
Screening COc1ccc(S(=O)(=O)NCCc2sc(-c3cccnc3)nc2C)c(F)c1 returned GRP78 ERSR act -4%, Anesthetic bind -2%, POLI inh 26%, Pol beta inh -16%, POLK inh -3%[60.1 µM], Pol eta inh -12%, BLM inh 3% and LDHA block 1.
CCOC(=O)CC1C(=O)NCCN1C(=O)c1c(Cl)cccc1Cl (configuration not stated) was read as GRP78 ERSR act -3%, APEX1 inh -8%, Anesthetic bind -12%, POLI inh 49%[activator], Pol beta inh 50%, POLK inh -6%, Pol eta inh -20%, BLM inh -2% and LDHA block -5.
COc1ccccc1/C=C1\SC(=S)N(CCC(=O)NNC(=O)c2ccccc2OC)C1=O was read as GRP78 ERSR act -10%, APEX1 inh -19%, Anesthetic bind -9%, POLI inh 128%[activator], Pol beta inh 43%, POLK inh -9%, Pol eta inh -4%, BLM inh 0% and LDHA block -7.
Screening Cc1ccc(C(=O)CNc2ccc(Cl)cc2)cc1 returned GRP78 ERSR act 9%, APEX1 inh 19%, Anesthetic bind -13%, POLI inh inconclusive, Pol beta inh 6%, POLK inh -14%, Pol eta inh -1%, BLM inh -13% and LDHA block -4.
For Cc1ccccc1OCc1nc2ccccc2c(=O)n1NC(=O)c1ccco1 the results were GRP78 ERSR act 0%, APEX1 inh 23%, Anesthetic bind -8%, POLI inh 11%, Pol beta inh 14%, POLK inh 1%, Pol eta inh -5%, BLM inh 4% and LDHA block -6.
Screening O=C(/C=C/c1ccc(Cl)cc1)NC1CCS(=O)(=O)C1 (configuration not stated) returned GRP78 ERSR act 0%, APEX1 inh -1%, Anesthetic bind -7%, POLI inh 57%[activator], Pol beta inh 48%[activator], POLK inh -3%, Pol eta inh -2%, BLM inh -3% and LDHA block -15.
Screening CC1CC1C(=O)N(C)CC(=O)Nc1ccccc1Br (configuration not stated) returned GRP78 ERSR act -2%, APEX1 inh 5%, POLI inh 7%, POLK inh -9%, Pol eta inh -21% and LDHA block -11.
COc1cccc(C2=NO[C@@H]3C(=O)N(c4ccc5c(c4)OCCO5)C(=O)[C@H]23)c1OC was read as GRP78 ERSR act -5%, APEX1 inh -1%, Anesthetic bind -11%, POLI inh 16%, Pol beta inh 3%, POLK inh -2%, Pol eta inh -11%, BLM inh -5% and LDHA block 12.

Gathered by group, the compounds so far containing sulfur (4)
`CCCCn1c(Cc2ccccc2)nnc1SCC(=O)N1CCOCC1` gave GRP78 ERSR act -8%, APEX1 inh 19%, Anesthetic bind -8%, POLI inh 18%, Pol beta inh 0%, POLK inh -11%, Pol eta inh 0%, BLM inh 3% and LDHA block -4.
Screening COc1ccc(S(=O)(=O)NCCc2sc(-c3cccnc3)nc2C)c(F)c1 returned GRP78 ERSR act -4%, Anesthetic bind -2%, POLI inh 26%, Pol beta inh -16%, POLK inh -3%[60.1 µM], Pol eta inh -12%, BLM inh 3% and LDHA block 1.
COc1ccccc1/C=C1\SC(=S)N(CCC(=O)NNC(=O)c2ccccc2OC)C1=O was read as GRP78 ERSR act -10%, APEX1 inh -19%, Anesthetic bind -9%, POLI inh 128%[activator], Pol beta inh 43%, POLK inh -9%, Pol eta inh -4%, BLM inh 0% and LDHA block -7.
Screening O=C(/C=C/c1ccc(Cl)cc1)NC1CCS(=O)(=O)C1 (configuration not stated) returned GRP78 ERSR act 0%, APEX1 inh -1%, Anesthetic bind -7%, POLI inh 57%[activator], Pol beta inh 48%[activator], POLK inh -3%, Pol eta inh -2%, BLM inh -3% and LDHA block -15.

Sorted by length of the SMILES (rising): part of the list above.
CCOC(=O)CC1C(=O)NCCN1C(=O)c1c(Cl)cccc1Cl (configuration not stated) was read as GRP78 ERSR act -3%, APEX1 inh -8%, Anesthetic bind -12%, POLI inh 49%[activator], Pol beta inh 50%, POLK inh -6%, Pol eta inh -20%, BLM inh -2% and LDHA block -5.
Screening COc1ccc(S(=O)(=O)NCCc2sc(-c3cccnc3)nc2C)c(F)c1 returned GRP78 ERSR act -4%, Anesthetic bind -2%, POLI inh 26%, Pol beta inh -16%, POLK inh -3%[60.1 µM], Pol eta inh -12%, BLM inh 3% and LDHA block 1.
COc1ccccc1/C=C1\SC(=S)N(CCC(=O)NNC(=O)c2ccccc2OC)C1=O was read as GRP78 ERSR act -10%, APEX1 inh -19%, Anesthetic bind -9%, POLI inh 128%[activator], Pol beta inh 43%, POLK inh -9%, Pol eta inh -4%, BLM inh 0% and LDHA block -7.

(next part)
Screening Cc1cc(C(=O)NNc2ccccc2F)no1 returned GRP78 ERSR act -4%, APEX1 inh 2%, Anesthetic bind 4%, POLI inh 28%, Pol beta inh 4%, POLK inh 5%, Pol eta inh -15%, BLM inh -1% and LDHA block -1.
Screening O=C(NN1C(=O)/C(=C\c2cccnc2)SC1=S)C(c1ccccc1)c1ccccc1 returned GRP78 ERSR act -1%, APEX1 inh -7%, Anesthetic bind inconclusive, POLI inh inconclusive, Pol beta inh -20%[57.1 µM], POLK inh -11%, Pol eta inh -14%, BLM inh -11% and LDHA block -1.
Screening CCN1C(=O)/C(=C/C=C2/Sc3ccc4ccccc4c3N2CCO)SC1=S returned GRP78 ERSR act -5%, APEX1 inh -1%, Anesthetic bind -8%, POLI inh 67%[activator], Pol beta inh -16%, POLK inh -16%, Pol eta inh -8%, BLM inh -11% and LDHA block 6.
For CS(=O)(=O)Nc1cccc(C(=O)CC2(O)C(=O)Nc3ccccc32)c1 (configuration not stated) the results were GRP78 ERSR act -3%, APEX1 inh -2%, Anesthetic bind -12%, POLI inh 17%, Pol beta inh 1%, POLK inh -4%, Pol eta inh 5%, BLM inh -1% and LDHA block 3.
Cc1nnc(NC(=O)CSCc2c(C)noc2C)s1 was read as GRP78 ERSR act -4%, APEX1 inh 3%, POLI inh -17%, POLK inh 1%, Pol eta inh -8% and LDHA block -1.
O=CN1CCN(S(=O)(=O)c2ccc(S(=O)(=O)NC3CCCCC3)cc2)CC1 was read as GRP78 ERSR act -4%, APEX1 inh -7%, Anesthetic bind 5%, POLI inh 10%, Pol beta inh 93%, POLK inh -8%, Pol eta inh 5%, BLM inh 1% and LDHA block -10.
For COc1cccc(NC(=O)c2ccc(CN3CCc4ccccc4C3)cc2)c1 the results were GRP78 ERSR act 6%, APEX1 inh -8%, Anesthetic bind -13%, POLI inh -21%, Pol beta inh 19%, POLK inh -13%, Pol eta inh -2%, BLM inh -4% and LDHA block -5.
For COc1ccc(CNC(=O)CN(Cc2ccc(F)cc2)C(=O)c2csnn2)cc1 the results were GRP78 ERSR act -4%, APEX1 inh 4%, Anesthetic bind -9%, POLI inh 137%[activator], Pol beta inh -9%, POLK inh 0%, Pol eta inh -11%, BLM inh -6% and LDHA block -9.
For Cc1ccc(Cn2ncc3c(NCCCN4CCOCC4)ncnc32)cc1 the results were GRP78 ERSR act -5%, APEX1 inh -3%, Anesthetic bind -6%, POLI inh 15%, Pol beta inh -12%, POLK inh -6%, Pol eta inh -3%, BLM inh 1% and LDHA block -7.
